# Screening results deposited in PubChem BioAssay by several laboratories.
# TWEAK Fn14 block: blocks TWEAK-Fn14 interaction in a reporter cell assay; AID 1159606; inhibition, % at 10 µM; TWEAK-stimulated Fn14 reporter cells, luciferase luminescence, 8 h; 360,000 tested, 2% active; in the data active = inhibition above about 50%
# KKLEB tox: reduces viability of KKLEB cystic fibrosis airway cells; KKLEB CF airway cells viability, ATPlite luminescence, overnight; hits give low values; cells stimulated with P. aeruginosa culture filtrate; activity change (cytotoxicity), % at 5 µM; 360,000 tested, 0.36% active; AID 602141;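 active = corrected activity change at or below -50% at 5 µM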
# TRAIL sens C8: caspase-8 TRAIL sensitization | NB7+C8 cells + TRAIL, ATPlite viability luminescence | inhibition (viability loss, TRAIL sensitization), % at 10 µM | 360,000 tested, 1% active | AID 624354;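 active = compounds causing at least 50% loss of cell viability in the single-dose screen, relative to plate controls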
# TROY NFkB inh: TROY signaling inhibition; 360,000 tested, 0.98% active; Q293 LMP1-TROYcd NF-kB luciferase reporter, 4 h; inhibition, % at 10 µM;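 active = compounds whose plate-normalised and pattern-corrected inhibition of the luciferase reporter signal at the single screening dose is 50% or more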
# CF NFkB block: blocks PAF-induced NF-kB reporter in cystic fibrosis cells | 360,000 tested, 0.86% active | KKLEB NF-kB-GFP reporter, GFP fluorescence overnight | AID 588850 | inhibition, % at 5 µM;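 active = at least 50% inhibition at 5 µM, scaled per plate between neutral and stimulator controls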;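 note: PAF is a Pseudomonas aeruginosa culture filtrate used as stimulus; plate controls were PAF-stimulated DMSO wells for no effect and unstimulated DMSO wells for full effect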
# NCOA2 inhibitor: human SRC2 (NCOA2) inhibition; Q15596; HEK293 GAL4-SRC2 luciferase reporter, luminescence; inhibition, % at 9 µM; 370,000 tested, 0.17% active;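 active = inhibition above the mean inhibition of all tested compounds plus 3 SD, set per campaign, cut at about 52% in these data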;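 note: 0% = DMSO treated cells and 100% = cells given Gossypol at 36 µM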
# NR5A2 inv ag: inverse agonists of human LRH-1 (NR5A2); O00482; HEK293T StAR-luciferase reporter, LRH-1 transfected, 24 h; inhibition, % at 3.6 µM; 360,000 tested, 0.13% active; AID 602396;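 active = inhibition above the mean inhibition of all tested compounds plus 3 SD, cut at about 73% in these data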;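 note: 0% = DMSO wells and 100% = reporter-only cells lacking LRH-1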
# Target sequence (O00482 whole entry, looked up): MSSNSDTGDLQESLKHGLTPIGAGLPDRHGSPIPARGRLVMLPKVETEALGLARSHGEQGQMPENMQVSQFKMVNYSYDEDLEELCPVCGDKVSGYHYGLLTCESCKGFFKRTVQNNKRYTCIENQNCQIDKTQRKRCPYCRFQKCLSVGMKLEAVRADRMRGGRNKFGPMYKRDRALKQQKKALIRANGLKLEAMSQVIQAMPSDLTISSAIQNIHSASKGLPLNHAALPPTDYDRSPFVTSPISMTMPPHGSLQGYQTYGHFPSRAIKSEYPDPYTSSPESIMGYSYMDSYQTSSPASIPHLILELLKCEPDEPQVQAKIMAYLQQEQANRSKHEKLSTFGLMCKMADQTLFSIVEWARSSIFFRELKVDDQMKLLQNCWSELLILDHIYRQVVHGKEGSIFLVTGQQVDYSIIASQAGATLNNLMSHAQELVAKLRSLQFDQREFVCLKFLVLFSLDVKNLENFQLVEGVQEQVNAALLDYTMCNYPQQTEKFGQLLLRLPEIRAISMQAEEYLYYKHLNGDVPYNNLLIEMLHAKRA
# NCOA3 inh: human NCOA3 inhibition; Q9Y6Q9; HEK293 GAL4-SRC3 luciferase reporter, luminescence; inhibition, % at 3.6 µM; 360,000 tested, 0.17% active; AID 588352;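 active = inhibition above a per-campaign cutoff, the mean of all compounds plus 3 SD, cut at about 60% in these data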;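 note: 0% = DMSO-treated cells and 100% = gossypol-treated cells at 36 µM; higher means less SRC3-driven luciferase light from the GAL4 reporter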
# SRC1 inh: inhibits human SRC1 coactivator | Q15788 | HEK293 GAL4-SRC1 luciferase reporter, luminescence | inhibition, % at 3.6 µM | 360,000 tested, 0.12% active | AID 588354;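 active = inhibition above the campaign mean plus 3 SD, with each screening campaign given its own cutoff, cut at about 60% in these data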;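 note: 0% = DMSO treated cells and 100% = gossypol at 36 µM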
# EBV LMP1 NFkB: inhibitors of Epstein-Barr LMP1-induced NF-kappaB reporter; LMP1-induced NF-kappaB luciferase reporter cells, luminescence; inhibition, % at 12.5 µM; 350,000 tested, 0.69% active; in the data active = inhibition above about 41%;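 note: 0% = neutral control wells and 100% = reference inhibitor control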
# NR2F2 inh: NR2F2 (human) inhibition, primary screen; inhibition, % at 8.6 µM; HEK293T NGFI-A luciferase reporter, luminescence; 370,000 tested, 0.7% active; P24468;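 active = inhibition above a per-plate cutoff, mean inhibition of test wells between control levels plus 3 SD, cut at about 38% in these data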;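 note: cells cotransfected with COUP-TFII expression vector driving the NGFI-A reporter; 0% = median of COUP-TF2 test wells and 100% = reporter-only cells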
# Target sequence (P24468 whole entry, looked up): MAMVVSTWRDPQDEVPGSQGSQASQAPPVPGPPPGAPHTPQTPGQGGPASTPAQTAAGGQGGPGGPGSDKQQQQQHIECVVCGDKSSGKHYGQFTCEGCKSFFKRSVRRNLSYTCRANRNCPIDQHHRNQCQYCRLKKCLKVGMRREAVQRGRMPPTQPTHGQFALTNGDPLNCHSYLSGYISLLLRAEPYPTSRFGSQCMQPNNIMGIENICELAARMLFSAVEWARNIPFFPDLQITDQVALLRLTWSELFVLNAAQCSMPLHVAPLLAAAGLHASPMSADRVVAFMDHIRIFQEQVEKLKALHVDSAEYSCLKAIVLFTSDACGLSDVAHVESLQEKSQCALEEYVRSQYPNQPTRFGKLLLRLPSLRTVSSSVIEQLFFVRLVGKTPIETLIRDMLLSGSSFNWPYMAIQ
# An asterisk follows results filed as active.
mol | TWEAK Fn14 block | KKLEB tox | TRAIL sens C8 | TROY NFkB inh | CF NFkB block | NCOA2 inhibitor | NR5A2 inv ag | NCOA3 inh | SRC1 inh | EBV LMP1 NFkB | NR2F2 inh
CCN(CC)CCNC(=O)c1ccc2c(=O)n(C3CCCC3)c(=S)[nH]c2c1 | -16 | 8 | 13 | -16 | -11 | 3 | -36 | -1 | 5 | -28 | 2
COc1ccc(OC)c(C(=O)c2ccc(C(=O)Nc3ccc(NC(C)=O)cc3)cc2)c1 | -37 | -19 | 19 | 9 | 13 | -23 | -20 | 4 | -1 | -2 | 11
COc1ccccc1CNC(=O)CN1CCN(S(=O)(=O)c2cccs2)CC1 | 19 | -25 | 0 | -12 | 6 | 3 | 11 | 13 | -13 | -6 | -13
C/C(=C\C(=O)C(F)(F)F)Nc1ccc(C(F)(F)F)cc1 | -18 | -3 | 1 | 12 | 7 | -7 | 5 | 6 | 4 | 0 | 6
CCOc1ccc(C(=O)Nc2ccc(Cc3ccncc3)cc2)cc1Br | 10 | 17 | -6 | 36 | -33 | 1 | -9 | 12 | -15 | 5 | -13
COCCCNC(=O)CN(CCc1ccccc1)S(=O)(=O)c1ccc(C)cc1 | 4 | 10 | -2 | 3 | -11 | 1 | -4 | 17 | -8 | -8 | 14
CCCOc1ccc(C(=O)NC2CCSc3ccccc32)cc1 (stereo unspecified) | 7 | 9 | 1 | -24 | -5 | 4 | -8 | -7 | -6 | 2 | 3
CCCn1c(=O)c(Cc2ccccc2)c(O)c2ccccc21 | 1 | -1 | -21 | 8 | 7 | 4 | 13 | 10 | -10 | -1 | 13
Cn1c(=O)c2c(SCc3c(F)cccc3Cl)nc(CC(C)(C)C)nc2n(C)c1=O | -4 | 3 | 12 | 18 | 11 | 14 | -7 | -3 | -9 | 3 | 12
CCOCCCNC(=S)N1C2CCC1CC(NC(=O)NC13CC4CC(CC(C4)C1)C3)C2 (stereo unspecified) | 6 | -1 | -15 | -2 | -2 | 14 | -8 | 13 | 7 | -1 | -11
NNC(=O)CSc1nc(-c2ccccc2)cn1-c1ccccc1 | 63* | -12 | -9 | 72* | 16 | -29 | -47 | -68 | -67 | 7 | -17
Cc1ccc(NC(=O)COC(=O)C(NS(=O)(=O)c2ccc(Cl)cc2)C(C)O)cc1C (stereo unspecified) | 6 | -1 | -1 | 4 | 8 | 9 | 57 | 15 | 7 | -3 | -8
CCn1c(SCC(=O)Nc2ccc(OC)c(OC)c2)nnc1-c1cccs1 | 10 | 10 | 13 | 2 | -6 | 12 | 20 | 6 | -6 | -4 | 3
O=C(NCc1ccccn1)Nc1ccc2c(c1)OCO2 | 16 | -17 | 15 | -76 | 4 | -18 | -75 | -56 | -111 | -15 | -6
CC1CCCC(NC(=O)COC(=O)/C=C/c2ccc(S(=O)(=O)N3CCOCC3)cc2)C1C (stereo unspecified) | 8 | 4 | -1 | -4 | 4 | 8 | -12 | 15 | -5 | 0 | -15
CC(C)N1CCN(C2CSCCSC2)CC1CCO (stereo unspecified) | 11 | 21 | -1 | 3 | -6 | -2 | -7 | 15 | 4 | 2 | -2
O=C(NC(=S)Nc1ccc(Cl)cn1)c1cc([N+](=O)[O-])ccc1N1CCOCC1 | -9 | -18 | 10 | -21 | 11 | -14 | 10 | 14 | -16 | -8 | 16
Cc1ccc(-c2nnc(SCC(N)=O)nc2-c2ccc(C)cc2)cc1 | -1 | -12 | 5 | 34 | -4 | -26 | 4 | -6 | -29 | -4 | -8
C(/C=C/c1ccccc1)=N/N1CCN(c2ccccc2)CC1 | -12 | 7 | 3 | -23 | -16 | -18 | -24 | -65 | -36 | -11 | -6
COCCSc1ccccc1C(=O)Nc1cc(C)cc(C)c1 | -23 | -13 | -6 | 4 | -8 | -19 | 13 | 10 | 6 | 8 | -2
Nc1c(NCCN2CCCCC2)c2ccccc2oc1=O | 4 | -3 | 7 | 1 | 0 | 5 | 5 | 8 | -2 | 4 | 13
CCCCNC(=O)CC1N=C2c3ccccc3N=C(SCC(=O)Nc3cccc(OC)c3)N2C1=O (stereo unspecified) | -22 | -14 | 7 | -57 | 15 | -24 | -17 | -20 | -12 | 3 | -11
O=C(O)C1CCN(c2ncccn2)CC1 | 18 | -3 | -7 | -1 | 4 | -8 | 8 | -10 | -2 | 1 | -1
Fc1ccccc1N1CCN(C(c2ccccn2)c2nnnn2C2CCCCC2)CC1 (stereo unspecified) | -2 | -6 | -9 | 7 | 15 | -1 | 15 | -14 | 12 | -1 | -15
COc1ccc(NC(=O)CSc2c3c(nc4cc(Cl)ccc24)CCCC3)cc1OC | 0 | -4 | 0 | -10 | -7 | -10 | 10 | 26 | 4 | 2 | -18
C[C@H](CO)N1C[C@H](C)[C@@H](CN(C)CC2CCCCC2)Oc2c(NC(=O)C3CC3)cccc2C1=O | -25 | 9 | 16 | -4 | 1 | -11 | 17 | 8 | 14 | 8 | 14
O=c1c2ccccc2nc(N/N=C/c2c(O)ccc3ccccc23)n1O | 24 | -18 | 71* | 2 | 25 | 18 | 84* | 74* | 67* | 25 | 32
O=c1cc(N2CCCC2)[nH]c(=O)n1-c1ccc(Cl)cc1 | -3 | 10 | -7 | 0 | -7 | -34 | -9 | 9 | -35 | 0 | -5
CCC(CO)N=CC1=C(O)C(C(=O)c2ccccc2)CCC1=O (stereo unspecified) | -1 | 10 | -7 | 5 | -5 | -6 | 2 | -16 | -33 | 1 | 1
O=C(Nc1ccc2c(c1)OCCO2)c1cc2ccccc2o1 | 31 | -28 | 79* | 2 | -27 | -58 | -158 | -63 | -102 | 1 | -34

# Part of the list above, as labelled records:
CCCOc1ccc(C(=O)NC2CCSc3ccccc32)cc1 (stereo unspecified)
  TWEAK Fn14 block = 7 | KKLEB tox = 9 | TRAIL sens C8 = 1 | TROY NFkB inh = -24 | CF NFkB block = -5 | NCOA2 inhibitor = 4 | NR5A2 inv ag = -8 | NCOA3 inh = -7 | SRC1 inh = -6 | EBV LMP1 NFkB = 2 | NR2F2 inh = 3

O=C(NC(=S)Nc1ccc(Cl)cn1)c1cc([N+](=O)[O-])ccc1N1CCOCC1
  TWEAK Fn14 block = -9 | KKLEB tox = -18 | TRAIL sens C8 = 10 | TROY NFkB inh = -21 | CF NFkB block = 11 | NCOA2 inhibitor = -14 | NR5A2 inv ag = 10 | NCOA3 inh = 14 | SRC1 inh = -16 | EBV LMP1 NFkB = -8 | NR2F2 inh = 16

Cn1c(=O)c2c(SCc3c(F)cccc3Cl)nc(CC(C)(C)C)nc2n(C)c1=O
  TWEAK Fn14 block = -4 | KKLEB tox = 3 | TRAIL sens C8 = 12 | TROY NFkB inh = 18 | CF NFkB block = 11 | NCOA2 inhibitor = 14 | NR5A2 inv ag = -7 | NCOA3 inh = -3 | SRC1 inh = -9 | EBV LMP1 NFkB = 3 | NR2F2 inh = 12

Cc1ccc(-c2nnc(SCC(N)=O)nc2-c2ccc(C)cc2)cc1
  TWEAK Fn14 block = -1 | KKLEB tox = -12 | TRAIL sens C8 = 5 | TROY NFkB inh = 34 | CF NFkB block = -4 | NCOA2 inhibitor = -26 | NR5A2 inv ag = 4 | NCOA3 inh = -6 | SRC1 inh = -29 | EBV LMP1 NFkB = -4 | NR2F2 inh = -8

# 3 compounds already listed, sorted by heavy-atom count, smallest number first.
mol | TWEAK Fn14 block | KKLEB tox | TRAIL sens C8 | TROY NFkB inh | CF NFkB block | NCOA2 inhibitor | NR5A2 inv ag | NCOA3 inh | SRC1 inh | EBV LMP1 NFkB | NR2F2 inh
COCCSc1ccccc1C(=O)Nc1cc(C)cc(C)c1 | -23 | -13 | -6 | 4 | -8 | -19 | 13 | 10 | 6 | 8 | -2
COc1ccccc1CNC(=O)CN1CCN(S(=O)(=O)c2cccs2)CC1 | 19 | -25 | 0 | -12 | 6 | 3 | 11 | 13 | -13 | -6 | -13
CCOCCCNC(=S)N1C2CCC1CC(NC(=O)NC13CC4CC(CC(C4)C1)C3)C2 (stereo unspecified) | 6 | -1 | -15 | -2 | -2 | 14 | -8 | 13 | 7 | -1 | -11

# The results go on:
mol | TWEAK Fn14 block | KKLEB tox | TRAIL sens C8 | TROY NFkB inh | CF NFkB block | NCOA2 inhibitor | NR5A2 inv ag | NCOA3 inh | SRC1 inh | EBV LMP1 NFkB | NR2F2 inh
O=C(OCc1cncs1)c1cccs1 | 9 | -1 | 0 | -3 | 14 | -4 | 2 | 8 | 9 | -13 | -17
O=C(CN1C(=O)S/C(=C\c2ccc(C(=O)O)cc2)C1=O)Nc1ccccc1 | 11 | -2 | -2 | 3 | 7 | -7 | 22 | -5 | 20 | 6 | 0
CCCCCCCCCC(=O)N1CCN(c2cc3c(cc2F)c(=O)c(C(=O)O)cn3CC)CC1 | -6 | -9 | 11 | -8 | 14 | -2 | 3 | -7 | 8 | 2 | 1
COC(=O)c1cc(NC(=O)c2c(-c3ccccc3)noc2C)ccc1N1CCOCC1 | -20 | 10 | -2 | -3 | -1 | 8 | 32 | 9 | 2 | 4 | -17
CC(C)(C)NC(=O)C(c1cccs1)N(Cc1ccco1)C(=O)c1csnn1 (stereo unspecified) | 39 | 1 | 5 | 6 | 6 | -5 | 1 | 14 | 14 | -3 | -14
Cc1cccc(C)c1OCC(O)Cn1ccnc1C (stereo unspecified) | -17 | 1 | 3 | 14 | -65 | 6 | 19 | -38 | 8 | 0 | -15
CCCNC(=O)CCC(=O)Nc1ncc(-c2ccc(C)cc2)n1C | 12 | -6 | 9 | 10 | -1 | -18 | -11 | -5 | -6 | -7 | 2
CCN(CC)S(=O)(=O)c1cnccc1N1CCN(c2cccc(Cl)c2)CC1 | -1 | 5 | 7 | 9 | 7 | 10 | -3 | 12 | -4 | 0 | 10
O=C1NC(=O)C(=Cc2ccc(Cl)c(Cl)c2)S1 | -7 | 11 | 4 | 31 | 22 | -26 | -21 | -38 | -24 | -28 | -4
CC(=O)N1CCN(c2cc3c(cc2F)c(=O)c(C(=O)O)cn3C2CC2)CC1 | -6 | -17 | 8 | -24 | 3 | 7 | -20 | -7 | 4 | -8 | 1
COc1cc2c(cc1OC)CN(C(=S)Nc1c(C)cccc1C)CC2 | -2 | -13 | -1 | -6 | 13 | -8 | 8 | -1 | 11 | -2 | 5
O=C(CSc1nc(Nc2ccccc2)nc(N2CCOCC2)n1)Nc1cccc([N+](=O)[O-])c1 | 0 | -15 | 2 | 14 | 29 | -13 | -4 | 23 | 13 | -3 | 8
CCc1nonc1NC(=O)c1oc2cc(C)c(Cl)cc2c1C | -51 | -14 | 6 | -20 | 12 | -4 | -11 | -15 | -2 | -11 | 0
CN1C(=O)c2cccc3c(S(N)(=O)=O)ccc1c23 | 4 | -2 | 0 | 10 | 6 | 4 | 8 | -2 | 9 | 1 | 1

# Single records, as listed above:
# CCN(CC)S(=O)(=O)c1cnccc1N1CCN(c2cccc(Cl)c2)CC1 across the screens: TWEAK Fn14 block: -1; KKLEB tox: 5; TRAIL sens C8: 7; TROY NFkB inh: 9; CF NFkB block: 7; NCOA2 inhibitor: 10; NR5A2 inv ag: -3; NCOA3 inh: 12; SRC1 inh: -4; EBV LMP1 NFkB: 0; NR2F2 inh: 10
# CC(=O)N1CCN(c2cc3c(cc2F)c(=O)c(C(=O)O)cn3C2CC2)CC1 across the screens: TWEAK Fn14 block: -6; KKLEB tox: -17; TRAIL sens C8: 8; TROY NFkB inh: -24; CF NFkB block: 3; NCOA2 inhibitor: 7; NR5A2 inv ag: -20; NCOA3 inh: -7; SRC1 inh: 4; EBV LMP1 NFkB: -8; NR2F2 inh: 1
